Source: PubChem BioAssay (Broad Institute)
ERp5 block: blocks human ERp5 reductase activity on insulin; ERp5 insulin aggregation, absorbance 650 nm, 90 min; inhibition, % at 9.99 µM; hit rate 0.05% among 350,000; AID 651711;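 active = mean replicate inhibition above about 25%, with every replicate also reaching it, limit read from the data, passing the limit was not always enough; inconclusive = only one of those two criteria met; inactive = neither criterion met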
Target sequence (Q15084 whole entry, looked up): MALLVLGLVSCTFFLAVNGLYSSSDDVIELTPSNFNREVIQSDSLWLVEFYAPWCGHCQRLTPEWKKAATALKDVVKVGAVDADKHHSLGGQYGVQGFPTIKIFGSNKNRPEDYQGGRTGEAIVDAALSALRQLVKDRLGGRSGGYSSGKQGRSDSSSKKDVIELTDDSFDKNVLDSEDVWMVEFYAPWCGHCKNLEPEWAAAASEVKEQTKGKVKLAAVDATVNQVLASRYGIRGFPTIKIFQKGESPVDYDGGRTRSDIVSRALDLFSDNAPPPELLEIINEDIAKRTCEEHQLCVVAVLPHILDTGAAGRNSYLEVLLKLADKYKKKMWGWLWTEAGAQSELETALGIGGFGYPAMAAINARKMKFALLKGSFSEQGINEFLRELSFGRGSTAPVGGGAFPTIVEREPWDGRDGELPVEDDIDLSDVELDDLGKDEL
INS-1E GSIS act: GLuc luminescence reporter in INS-1E cells, primary screen for activators of glucose-dependent secretion of insulin. INS-1E GLuc reporter insulin secretion, 2-3 h. activation, % at 16.6 µM. hit rate 0.61% among 370,000. AID 743287;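 active = lowest replicate activation of at least 40%, so every replicate reaches that level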;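 also: 0% = median of neutral control wells and 100% = median of IBMX positive control wells; some compounds called inactive have numbers as strong as hits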
F508del corr: CFTR F508del correction in bronchial cells; AID 720511; CFBE cells, YFP halide quenching; stimulated with forskolin plus potentiator P3; % fluorescence drop versus neutral controls; activity (quench increase), % at 7.58 µM; hit rate 0.36% among 350,000;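 active = mean added fluorescence quench of at least 8% versus neutral control, with both replicates also reaching 8%; inconclusive = only one of the mean or replicate conditions met; inactive = mean below 8% and not both replicates reaching 8%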;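 also: cells transiently co-express mutant CFTR-F508del with the halide-sensitive YFP; corrector assay measuring rescue of mutant channel to the surface after 24 h compound exposure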
Xi reactivation: activators of X-chromosome reactivation in mouse fibroblasts; hit rate 0.055% among 360,000; activation, % at 7.58 µM; XiGFP mouse fibroblasts, % GFP-positive cells imaging, 3 d; cells co-treated with 5-aza-dC sensitizer; scaled so ellipticine positive control = 100%;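 active = mean normalized replicate activation at least 10% and every replicate at or above 10%; inconclusive = only one of the two criteria met; inactive = mean below 10% and not all replicates reach 10%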;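 also: 0% = median of on-plate neutral control wells and 100% = ellipticine 6 µM median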
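System: SV40-immortalized XiGFP fibroblast cells, line 68-5-11 / Incubation: 3-day compound exposure, then 15 min fixation at room temperature / Compound: single concentration per compound, delivered by pin transfer / Buffer or medium: DMEM plus 5-aza-dC sensitizer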
PAX8 reporter: PAX8 transcriptional activity inhibition. RMG-I TPO-luciferase reporter, SteadyGlo, 24 h. inhibition, % at 12.6 µM. hit rate 1.2% among 360,000;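 active = mean replicate inhibition at least 60% with every replicate also reaching 60%; inconclusive = only one of the two criteria is met; inactive = mean below 60% and not all replicates reaching 60%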;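 also: luciferase light reporting Pax8 driven TPO promoter activity; plate controls were median of neutral control wells for no effect and mitoxantrone controls for full effect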
DENV2 CPE: inhibitors of DENV2 cytopathic effect; DENV2-infected cells, cytopathic effect rescue, plate reader; CPE inhibition, % at 9.99 µM; hit rate 1.7% among 350,000; in the data active = CPE inhibition above about 20%, passing the limit was not always enough; inconclusive = no clear call, values can overlap the other calls; tested in BHK-21 cells;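 also: 0% = median of neutral control wells and 100% = median of positive control wells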
ARNT TACC3 PPI: disrupts binding between human ARNT and TACC3 | Q9Y6A5 | AlphaScreen His-ARNT PAS-B/GST-TACC3 binding, luminescence; TACC3 fragment carries E629A point mutation | inhibition, % at 9.99 µM | hit rate 0.66% among 390,000 | AID 623870;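 active = mean inhibition of replicates at least 50% and at least half of replicates each reaching 50%; inconclusive = half or more replicates reach 50% but mean below 50%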;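 also: 0% = complete ARNT plus TACC3 wells and 100% = ARNT alone without TACC3; many hits fall short of the cut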
EWS-Fli block: blocks EWS/Fli oncoprotein-driven transcription; A673 NR0B1-luciferase reporter, viability-normalised; inhibition, % at 12.6 µM; hit rate 0.67% among 350,000;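 active = mean inhibition of at least 50% after viability correction, with every replicate also passing that limit; inconclusive = mean reaches 50% but only one of two replicates passes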;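 also: firefly luciferase signal divided by Alamar Blue viability fluorescence both relative to DMSO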
Active calls of the source: *; u = inconclusive; x = not tested or not shown; & = joins results of further samples. Hits appear at their usual frequency. Share with any hit: about 4.2%.

SMILES | ERp5 block | INS-1E GSIS act | F508del corr | Xi reactivation | PAX8 reporter | DENV2 CPE | ARNT TACC3 PPI | EWS-Fli block
COc1ccc(CCN(/C=C2\Sc3ccccc3C2=O)C(C)=O)cc1OC | 5 | x | -1.8 | 0.0 | 18 | -8 | x | 8
CCNc1nc(NCC)nc(NS(=O)(=O)c2ccc(N)cc2)n1 | 1 | -2 | -4.7 | 0.0 | 1 | 10 | -7 | -3
O=C(C[C@@H]1C=C[C@H](NC(=O)Cc2ccccn2)[C@@H](CO)O1)NCCCN1CCOCC1 | -2 | 10 | 4.1 | -0.3 | -8 | -4 | -4 | 0
O=C(Oc1c(-c2ccccc2Cl)oc2ccccc2c1=O)c1ccc(Cl)cc1 | 3 | 16 | -2.7 | 0.0 | 68* | 5 | 15 | 4
Cn1cc(S(=O)(=O)N2CCN(C(=O)c3ccco3)CC2)c(=O)n(C)c1=O | 0 | -2 | -2.5 | 0.0 | -30 | -2 | -1 | -5
C[C@H](CO)N1C[C@H](C)[C@@H](CN(C)CC2CC2)Oc2c(NS(C)(=O)=O)cccc2C1=O | 1&-3 | 11 | 2.9&1.4 | -0.7 | 1 | -4&-2 | -6&2 | 1&-4
C=CCN(CC=C)S(=O)(=O)c1ccc(NC(=S)NC(=O)C2CC2)cc1 | 4 | x | 1.0 | 0.2 | 20 | 19 | 4 | 12
Cc1cccc(N2CCN(S(=O)(=O)c3cc4c(cc3Cl)NC(=O)CO4)CC2)c1C | -2 | 7 | 0.5 | 0.0 | 9 | 3 | -7 | -6
CC(=O)Cc1nsc(NC(=O)c2ccc(-c3cc(Cl)ccc3Cl)o2)n1 | 3 | 11 | -1.3 | -0.1 | 23 | -3 | -3 | -2
CCN1CCC(O)(C(C(=O)OC)c2ccccc2)CC1 (stereo not drawn) | 3 | 20 | -0.8 | 0.0 | -22 | -6 | 6 | 9
NC(=O)c1ccsc1NC(=O)c1coc2ccccc2c1=O | 0 | 18 | -0.2 | 0.2 | -44 | -1 | 15 | -27
Cc1ccc(S(=O)(=O)N[C@H]2C=C[C@@H](CC(=O)O)O[C@H]2CO)cc1 | -2 | 7 | 0.5 | 0.1 | 6 | 2 | -5 | -2

Whole records from above. Values in the order: ERp5 block	INS-1E GSIS act	F508del corr	Xi reactivation	PAX8 reporter	DENV2 CPE	ARNT TACC3 PPI	EWS-Fli block
COc1ccc(CCN(/C=C2\Sc3ccccc3C2=O)C(C)=O)cc1OC reads 5	x	-1.8	0.0	18	-8	x	8
CC(=O)Cc1nsc(NC(=O)c2ccc(-c3cc(Cl)ccc3Cl)o2)n1 reads 3	11	-1.3	-0.1	23	-3	-3	-2
NC(=O)c1ccsc1NC(=O)c1coc2ccccc2c1=O reads 0	18	-0.2	0.2	-44	-1	15	-27
Cc1cccc(N2CCN(S(=O)(=O)c3cc4c(cc3Cl)NC(=O)CO4)CC2)c1C reads -2	7	0.5	0.0	9	3	-7	-6
CCN1CCC(O)(C(C(=O)OC)c2ccccc2)CC1 (stereo not drawn) reads 3	20	-0.8	0.0	-22	-6	6	9

Remaining list, next part
SMILES | ERp5 block | INS-1E GSIS act | F508del corr | Xi reactivation | PAX8 reporter | DENV2 CPE | ARNT TACC3 PPI | EWS-Fli block
C[C@H](CO)N1C[C@H](C)[C@H](CN(C)Cc2ccc(Cl)c(Cl)c2)Oc2ccc(NC(=O)Cn3cnnn3)cc2C1=O | -4 | 10 | -1.8 | 0.3 | 15 | u | -4 | -4
Cc1ccc(S(=O)(=O)N2CCC(C(=O)N3CC(C)OC(C)C3)CC2)cc1 (stereo not drawn) | 3 | -13 | -2.3 | -0.1 | -17 | 1 | -4 | 2
Cc1noc(C)c1S(=O)(=O)Nc1ccc2c(c1)CC(=O)N([C@@H](C)CO)C[C@H](C)[C@@H](CN(C)C(=O)Nc1ccc3c(c1)OCO3)O2 | x | 5 | -2.6 | 0.0 | -2 | -6 | x | 0
CN1CCC(N(C)C(=O)c2cc(S(=O)(=O)N(C)c3ccccc3)ccc2Cl)CC1 | -5 | 27 | -0.1 | 0.2 | -14 | -7 | -3 | 1
N#C[C@@H]1[C@@H](c2ccccc2-c2ccccc2F)[C@H](CO)N1C(=O)Cc1ccccc1 | -9 | -5 | -1.7 | 0.0 | x | 8 | x | 6
C[C@@H]1CN([C@@H](C)CO)S(=O)(=O)c2ccc(C#CCN(C)C)cc2O[C@H]1CN(C)C(=O)C1CC1 | x | -7 | -1.3 | -0.4 | x | x | x | -34
C[C@H](CO)N1C[C@H](C)[C@H](CN(C)S(=O)(=O)c2ccc(F)cc2)Oc2c(NS(=O)(=O)c3ccc(Cl)cc3)cccc2C1=O | x | -11 | -0.4 | -1.2 | 23 | -6 | -9 | 2
CC(C)N(Cc1ccccc1)C(=O)COC(=O)c1ccc2ncsc2c1 | -5 | -5 | -0.3 | 0.0 | -13 | 0 | x | -9
COCCNc1oc(Cc2cccc3ccccc23)nc1C#N | 3 | 1 | 1.9 | 0.1 | 5 | -4 | -2 | 3
CC(C)(C)c1ccc(CC(=O)N2CCC2(C)C(=O)NS(=O)(=O)c2ccccc2)cc1 (stereo not drawn) | 2 | -3 | 2.1 | 0.2 | -12 | 1 | x | -5
COc1ccc(NC(=O)N(C)C[C@H]2Oc3c(NS(=O)(=O)c4c(C)noc4C)cccc3C(=O)N([C@@H](C)CO)C[C@H]2C)cc1 | 2 | -13 | -0.7 | 0.0 | x | 16 | -7 | -7
CN1c2ccc([N+](=O)[O-])cc2N(C)C1(C)c1ccccc1 (stereo not drawn) | 0 | -14 | 1.0 | 0.2 | 18 | -6 | 5 | -3
Cc1ccc(-n2nnnc2SC(C)C(=O)NCC(=O)Nc2ccc(F)c(F)c2F)c(C)c1 (stereo not drawn) | x | -22 | x | 0.3 | 9 | x | -6 | x
COc1cccc2[nH]c(C(=O)NC(C)c3ccccc3)cc12 (stereo not drawn) | -4 | -14 | -0.4 | 0.0 | -36 | 2 | -9 | 1
CC(=O)Nc1cccc(C(=O)OCC(=O)NCc2ccc(F)cc2)c1 | -3 | 2 | 1.3 | 0.1 | 20 | -3 | 1 | 8
CC1(Cc2cccc(C(F)(F)F)c2)C(=O)Nc2c(Cl)cccc21 (stereo not drawn) | -1 | -29 | -0.1 | 0.1 | -4 | u | x | -13
CSCCC(NC(=O)/C(=C\c1ccco1)NC(=O)c1ccco1)C(=O)O (stereo not drawn) | 5 | 6 | -1.5 | 0.2 | 13 | -3 | -10 | 0
COc1ccc(C(=O)NNC(=O)CCc2ccccc2OC)cc1 | 0 | 1 | 2.4 | 0.4 | -5 | 2 | -3 | -1
O=C(C1CCCO1)N1CCN(S(=O)(=O)c2ccc(Cl)cc2)CC1 (stereo not drawn) | -16 | 8 | 2.6 | 0.3 | 6 | 3 | -18 | x
CN(C)CCn1c2ccccc2c2nc3ccc([N+](=O)[O-])cc3cc21 | -5 | -6 | 13* | 1.0 | 76* | -11 | x | -20
Cc1cccc(NC(=O)C2CCN(c3ncnc4c3nc3n4CCCCC3)CC2)n1 | 4 | -10 | 1.0 | 0.3 | 5 | 13 | 3 | 10
Nc1cc(=O)[nH]c(SCC(=O)N2CCCCC2)n1 | 0 | -5 | 0.0 | 0.1 | 13 | 1 | -4 | 0
O=C(Nc1cc(Cl)ccc1Cl)N1CCCC1 | 2 | 19 | -1.8 | 0.0 | 11 | -1 | x | -5
CCc1ccccc1N(CC(=O)N1CCCC1)S(C)(=O)=O | 3 | 2 | -3.3 | 0.0 | 1 | -2 | 1 | -4

F508del corr: hit marks shown above
mol | ERp5 block | INS-1E GSIS act | F508del corr | DENV2 CPE | ARNT TACC3 PPI
CN(C)CCn1c2ccccc2c2nc3ccc([N+](=O)[O-])cc3cc21 | -5 | -6 | 13* | -11 | x

Further results
SMILES | ERp5 block | INS-1E GSIS act | F508del corr | Xi reactivation | PAX8 reporter | DENV2 CPE | ARNT TACC3 PPI | EWS-Fli block
CCOC(=O)N1CCN(C(=O)COc2cccc3c2CCN(Cc2ccccc2C)C3=O)CC1 | x | -18 | x | 0.3 | 24 | x | -2 | x
FC(F)(F)c1ccccc1-c1ccc2nncn2c1 | -3 | -5 | -1.6 | -0.1 | -15 | 1 | x | 4
CCCC(=O)Nc1ccc2c(c1)C(=O)N(C)C[C@H](OC)[C@@H](C)CN(C(=O)CC)[C@H](C)CO2 | x | -1 | 1.5 | 0.2 | x | x | x | 12
CCOC(=O)C(=O)N(C)c1c(CC)nc2c(OCc3ccccc3C)cccn12 | -4 | 1 | 0.2 | 0.0 | 6 | 15 | x | 3
CC1(c2ccccc2Cl)NC(=O)N(CC(=O)NCc2ccco2)C1=O (stereo not drawn) | -3 | -2 | 1.9 | 0.0 | 9 | -3 | 4 | 0
CCn1ccnc1CN1CCN(CC(C)C)C(CCO)C1 (stereo not drawn) | 2 | 4 | -2.5 | 0.0 | 9 | 0 | 8 | 2
Cc1c(NS(=O)(=O)c2ccc(Cl)c(C(=O)OC(C)C(=O)NCc3ccco3)c2)c(=O)n(-c2ccccc2)n1C (stereo not drawn) | -7 | 4 | -0.1 | 0.4 | 5 | -1 | x | -5
COc1ccc(C)cc1S(=O)(=O)N(C)CC(=O)N1CCCCC1 | -1 | -6 | -2.8 | x | x | -1 | -1 | 7
C[C@H](NC(=O)c1ccc(C(C)(C)C)cc1)C(=O)N1CCC2(CC1)NCCc1[nH]cnc12 | -1 | -5 | -0.8 | 0.1 | -2 | -3 | 4 | 10
CCCCCCN(C(=O)CCCCCN1C(=O)NC(c2ccccc2)C(C(=O)OCc2ccccc2)=C1C)C(C(=O)NCCCC)c1ccc(OCC(=O)OC)c(C(=O)OC)c1 (stereo not drawn) | 4 | x | -0.3 | 0.0 | 56 | -21 | x | 50
COc1ccc(/C=C/C(=O)NC2=NCCS2)cc1OC | 1 | 16 | 2.3 | 0.2 | -27 | -3 | 0 | -68
COc1ccc(-c2n[nH]c(=S)n2-c2cc(OC)ccc2OC)cc1 | 6 | 7 | 0.7 | 0.0 | -6 | -4 | -6 | 4
Cc1nc([N+](=O)[O-])c(C(=O)OCc2ccccc2F)n1C | -2 | 5 | -1.0 | -0.1 | 0 | -3 | 5 | -10
O=C(C[C@@H]1C=C[C@@H](NC(=O)C2CC2)[C@H](CO)O1)NCC1CC1 | -7 | 21 | -0.6 | -0.2 | -16 | -2 | -2 | -5
O=C(NC1CCCC1)c1ccc(Br)c(S(=O)(=O)N2CCCCC2)c1 | 0 | -10 | -0.2 | 0.6 | -18 | 8 | -2 | -1
Cn1cnc(S(=O)(=O)N2CCCCN3[C@@H](CO)[C@H](c4ccc(-c5cccc(F)c5)cc4)[C@@H]3C2)c1 | 2 | -23 | -0.1 | 0.3 | 8 | 0 | 5 | -4
Cc1ccc(NC(=O)CSCc2cc(=O)n3ccsc3n2)c(C)c1 | -1 | 25 | 0.4 | 0.0 | -14 | 2 | -12 | 7
CCOC(=O)c1nc(-c2ccc(OC)c(OC)c2)cnc1C#N | 1 | 4 | -2.7 | 0.1 | 5 | -3 | -1 | 6
C[C@H]1CCCCO[C@@H](CN(C)C(=O)CCCN(C)C)[C@@H](C)CN([C@@H](C)CO)C(=O)c2cc(NS(=O)(=O)c3ccc(F)cc3)ccc2O1 | -5 | -1 | -2.1 | 0.3 | -29 | -10 | -4 | -8
